# Pf apPOL inh – Pf-apPOL DNA polymerase inhibition; Recombinant Pf-apPOL, molecular beacon fluorescence, 1.5 h; inhibition, % at 10 µM; hit rate 0.25% among 210,000
# mHTT-CaM PPI inh – disrupts binding of mutant huntingtin to calmodulin. inhibition, % at 15 µM. AlphaScreen His-mHTT/GST-CaM binding, luminescence. hit rate 3.6% among 190,000. P42858;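 further: 0% = both proteins with DMSO and 100% = one protein alone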
# The depositor's hits bear a star; i = inactive; . = no result given; & = joins results of further samples. No stated cut-off is given here; in the data, active means inhibition above about 50%; inactive means the rest.
SMILES,Pf apPOL inh,mHTT-CaM PPI inh
O=C1C=C(Nc2ccccc2F)CC(c2ccccc2)C1 (stereo not drawn),2,4
COc1ccc(N(CC(=O)NC2CC2)S(=O)(=O)c2ccc(OC)c(OC)c2)cc1,-11,-1
COc1ccc(C=C2Oc3c(ccc(OC(=O)N4CCOCC4)c3C)C2=O)cc1OC,-6,2
Cc1ccc(C(C)C)c(OCC(=O)Nc2ccc(NC(=O)C(C)C)cc2)c1,-2,-3
COc1cccc(C(=O)Nc2c3c(nn2-c2cccc(C)c2C)CS(=O)(=O)C3)c1OC,-5,14
COc1ccc(NC(=O)C2CC(=O)N(Cc3ccc(F)cc3)C2)cc1 (stereo not drawn),-6,-2
C=CCSc1nc(C(OC)OC)c(C(=O)OC)cc1C#N,-12&7,.
Cc1c(NC(=O)COc2ccc(Cl)cc2)cccc1-c1nc2ncccc2o1,-9,2
COC(=O)CN(C)C(=O)NC12CC3CC(CC(C3)C1)C2,0,-3
O=C(NCCO)C1CCN(S(=O)(=O)c2ccccc2)CC1,-7,-2
Cc1ccc(C(=O)NC(=C(Cl)Cl)S(=O)(=O)c2ccccc2)cc1,6,0
CCCCCc1nc2c(=O)[nH]c3ccccc3c2o1,0,-4
Cc1noc(-c2cccnc2)c1C(=O)NCc1ccccc1Cl,-5,-4
O=C(COc1ccc([N+](=O)[O-])cc1)Nc1ccc(N2CCOCC2)cc1,0,-1
COc1cccc(-n2ccnc(NC(=O)c3ccc(F)cc3)c2=O)c1,1,1
O=C(COc1ccccc1)Nc1ccc(NC(=O)c2ccco2)cc1,2,-2
CC(C)C(=O)NCCc1csc(C2CCCN(C(=O)c3cccnc3)C2)n1 (stereo not drawn),-3,2
CCc1ccccc1Nc1nc(C)nc2c1CCC2,-12,-5
CCC(=O)NCc1nc2c(n1CC)CN(S(=O)(=O)c1cccs1)CC2,-4,8
N/C(=N\OC(=O)c1ccc(Cl)cc1)c1ccncc1,0,i
Cc1nc2cc(NC(=O)c3ccc(S(=O)(=O)N(C)CC4CCCO4)cc3)ccc2s1 (stereo not drawn),-11,13
Cc1n[nH]c(C)c1S(=O)(=O)N1CCc2c(c(-c3nc(-c4ccccc4)no3)nn2C)C1,-2,53*
CCCC(=O)N1CCCC(COc2ccc(C(=O)NC(C)C)cc2)C1 (stereo not drawn),-4,2
CCC(=O)N1N=C(c2ccc(C)cc2)CC1c1cc2ccc(OC)cc2nc1Cl (stereo not drawn),-9,4
COc1cc(C=C2Oc3c(ccc(O)c3CN3CCOCC3)C2=O)cc(OC)c1OC,-16,0
# Further records:
SMILES,Pf apPOL inh,mHTT-CaM PPI inh
Cn1c(CNC(=O)CCC2CCN(c3cc(NC4CC4)ncn3)CC2)nc2ccccc21,-6,-1
COC(=O)c1ccc(NC(=O)N2CCCC2c2c(C)noc2C)cc1 (stereo not drawn),5,-5
Cc1cc(C)c(C#N)c(SCC(=O)N2CCOCC2)n1,-2,-4
COCCN(Cc1ccncc1)C(=O)C1CCCC1,0,-4
Cc1cccc(NC(=O)N2CCN(Cc3nc4cccnc4n3-c3ccccc3)CC2)c1,-3,4
Cc1nc(C(=O)NCc2cccnc2)c(C)n1C1CCN(S(C)(=O)=O)CC1,-8,7
COc1ccccc1-c1nc2nc(C)cc(=O)n2[nH]1,-3,4
O=C(CCCn1cnc([N+](=O)[O-])n1)Nc1cccnc1Cl,0,0
CN(Cc1ccccc1)C(=O)c1cc2sccc2n1CC1CCC1,-3,6
CC(C)C(=O)N1CCN(c2ccc(NC(=O)c3ccc(F)cc3F)cn2)CC1,-7,-1
O=C(Nc1ccc(N2CCOCC2)cc1)c1ccc(-c2ccccc2)cc1,-2,0
COc1ccc(-c2nc(=O)c3ccccc3o2)cc1OC,-3,.
COc1ccc(C2C(C#N)=C(N)Oc3n[nH]c(C)c32)cc1COc1cccc(Cl)c1 (stereo not drawn),2,69*
CCCCNc1nnnc2c1sc1nc(N3CCOCC3)c3c(c12)CCCC3,-4,-4
O=C(c1cccc(Br)c1)N1CCN(c2ccccn2)CC1,-3,-2
COc1ccccc1N1CCN(C(=O)c2cc(-c3ccc(Cl)c(Cl)c3)on2)CC1,-4,-3
CC1CCCN(CCCNC(=O)CC2CCN(C(=O)C3CCCCC3)CC2)C1 (stereo not drawn),-6,7
Cc1cccc(-n2nnc(C(=O)Nc3ccc(F)cc3)c2N)c1,-13,1
Cc1cc(F)c(F)c(C(=O)N2CCCCC2C)c1Cl (stereo not drawn),0,-7
COc1cc(/C=c2\sc3nc4ccccc4n3c2=O)cc(I)c1O,-4,43
CC(CCN1CCN(C)CC1)c1ccccc1 (stereo not drawn),-11,-3
COC(=O)C1=C(C)NC(=S)NC1c1cccc(OC)c1OC (stereo not drawn),-4,2
O=C(Cc1ccc(F)cc1)N1CCC(CCOc2cccnc2)CC1,-6,-2
CC(C)(C)c1ccccc1OCC(=O)NCCC(=O)O,-6,-4
CSc1nnc(-c2nn(C)c3c2CN(C(=O)c2ccnn2C)CC3)n1C,-1,3
# Other results.
SMILES,Pf apPOL inh,mHTT-CaM PPI inh
Cc1ccc(CN2CCCC2c2cc(C(C)C)no2)s1 (stereo not drawn),0,-9
Cc1cccc(C)c1NC(=S)N(Cc1ccccc1)Cc1ccc2c(c1)OCO2,2&-9,.
CCC(=O)N1CCc2ccccc2C1C(=O)NCc1ccccc1Cl (stereo not drawn),0,5
CCn1ccc2c(ccn2CC(=O)Nc2c(C)cccc2C)c1=O,-2,5
Cc1ccccc1-n1nc(C(=O)NC(C)(C)C)nc1C,-1,-1
Cc1c(C2CCN(C(=O)c3ccc(Br)cc3)CC2)noc1N,0,3
Cc1ccc(N2CCN(C(=O)N3CCOCC3)CC2)cc1Cl,-8,22
CCCN(CCC)C(=O)c1c[nH]c2ccc(S(=O)(=O)N(C)c3ccccc3C)cc2c1=O,-8,16
Cc1ccc(CN2CCc3c(cc(C(=O)NCc4ccncc4)n3C)C2)cc1,-1,32
CC1=CC(c2ccoc2)c2c(oc(N)c(C#N)c2=O)S1 (stereo not drawn),.,-6
COc1ccccc1CCC(=O)N1CCN(C2=CC3=NCC(C)N3C=N2)CC1 (stereo not drawn),-1,11
Cn1c(=S)oc2ccccc21,.,0
C(=NC(N=Cc1cccs1)c1cccs1)c1cccs1 (stereo not drawn),.,-9
CCCCCCNC(=O)C1CCCN(c2ncc(-c3ccc(C)cc3)cn2)C1 (stereo not drawn),5,-6
CCc1ccc(C2=CC(c3ccccc3F)n3ncnc3N2)cc1 (stereo not drawn),6,1
CCOc1ccc(CNC(=O)C2CCCN(C(=O)c3ccccc3Cl)C2)cc1 (stereo not drawn),3,28
CCc1cc(C(=O)Nc2cc(C)ccc2C)nc2ccnn12,0,-14
CC(C)(C)SCCNC(=O)c1ccc(N(Cc2ccccc2Cl)S(C)(=O)=O)cc1,-6,-1
COc1ccc(C(=O)NCc2cccnc2-c2ccc(C)cc2)cc1,-4,-9
COc1ccccc1NC(=O)N1CCC2(CC1)NC(=O)c1cc(F)ccc1N2C,-3,-1
O=C(CCC1CCN(c2cc(NC3CC3)ncn2)CC1)NCc1ccc(F)cc1Cl,-3,15
O=S(=O)(NCC1CCN(S(=O)(=O)c2ccc(Cl)cc2)CC1)c1ccc(Cl)cc1,-1,0
COc1ncccc1CNC(=O)c1cccnc1,0,2
CC(=O)N1CCN(c2nc3c(s2)CC(C(=O)NCc2ccccc2)CC3)CC1 (stereo not drawn),-4,13
COc1ccc(NC(=O)c2cnn3c2NC(c2ccccc2)CC3C(F)(F)F)cc1OC (stereo not drawn),3,40

# Ordered by SMILES length (highest first): 17 of the compounds above
SMILES,Pf apPOL inh,mHTT-CaM PPI inh
CCCN(CCC)C(=O)c1c[nH]c2ccc(S(=O)(=O)N(C)c3ccccc3C)cc2c1=O,-8,16
O=S(=O)(NCC1CCN(S(=O)(=O)c2ccc(Cl)cc2)CC1)c1ccc(Cl)cc1,-1,0
CC(C)(C)SCCNC(=O)c1ccc(N(Cc2ccccc2Cl)S(C)(=O)=O)cc1,-6,-1
O=C(CCC1CCN(c2cc(NC3CC3)ncn2)CC1)NCc1ccc(F)cc1Cl,-3,15
COc1ccccc1NC(=O)N1CCC2(CC1)NC(=O)c1cc(F)ccc1N2C,-3,-1
COc1ccccc1CCC(=O)N1CCN(C2=CC3=NCC(C)N3C=N2)CC1 (stereo not drawn),-1,11
Cc1ccc(CN2CCc3c(cc(C(=O)NCc4ccncc4)n3C)C2)cc1,-1,32
CCCCCCNC(=O)C1CCCN(c2ncc(-c3ccc(C)cc3)cn2)C1 (stereo not drawn),5,-6
COc1ccc(C(=O)NCc2cccnc2-c2ccc(C)cc2)cc1,-4,-9
CCn1ccc2c(ccn2CC(=O)Nc2c(C)cccc2C)c1=O,-2,5
CC1=CC(c2ccoc2)c2c(oc(N)c(C#N)c2=O)S1 (stereo not drawn),.,-6
Cc1ccc(N2CCN(C(=O)N3CCOCC3)CC2)cc1Cl,-8,22
CCc1cc(C(=O)Nc2cc(C)ccc2C)nc2ccnn12,0,-14
Cc1ccccc1-n1nc(C(=O)NC(C)(C)C)nc1C,-1,-1
Cc1ccc(CN2CCCC2c2cc(C(C)C)no2)s1 (stereo not drawn),0,-9
COc1ncccc1CNC(=O)c1cccnc1,0,2
Cn1c(=S)oc2ccccc21,.,0

# Further entries:
SMILES,Pf apPOL inh,mHTT-CaM PPI inh
CCOc1ccccc1/C=C1/N=C(c2ccc(F)cc2)OC1=O,-2,16
Cc1ccc(C(=O)N2CCc3nc4cc[nH]n4c(=O)c3C2)cc1F,3,-3
COC(=O)c1ccc(C(=O)NCC(O)(c2ccccc2)C(F)(F)F)cc1 (stereo not drawn),-9,-13
COc1cccc(C2CN(C(=O)C(C)C)CC2C(=O)N2CCOCC2)c1 (stereo not drawn),-2,-2
Cc1ccc(S(=O)(=O)Nc2c(C)n(C)n(-c3ccccc3)c2=O)cc1,-4&-6,-6
O=C(O)c1cc(-c2ccc(Br)s2)nc2ccccc12,-10,9
CC(=O)Nc1nnc2ccccn12,-8,14
COc1ccc(C=C2Oc3cc(OCC(=O)O)ccc3C2=O)c(OC)c1,11,-2
COc1cccc(C(=O)CN2C3=NCCCN3c3ccccc32)c1,0,2
Cc1ccc(C2CC(=O)C(C=Nc3ccc(Cl)cc3C(=O)c3ccccc3)=C(O)C2)cc1 (stereo not drawn),-3,6
CCOc1ccc(/C=C2\N=C(c3cccc(Br)c3)OC2=O)cc1,2,-1
CS(=O)(=O)N1CCC(C(=O)Nc2nnc(C3CC(=O)N(c4ccccc4)C3)o2)CC1 (stereo not drawn),-3,38
Cc1cc(-c2nn(C)c(=O)c3ccccc23)cc(C)c1O,-2&-3,.
O=C1c2ccccc2C(=O)N1CNc1ccc(Cc2ccncc2)cc1,-4,5
O=C(O)c1cc(NC(=O)c2cccc(N3C(=O)CCC3=O)c2)cc(C(=O)O)c1,-1,-5
COc1cccc(C(=O)NCC(C)NC(=O)c2cccc(OC)c2)c1 (stereo not drawn),-3,3
CN(C)CCNC(=O)c1ccc(S(=O)(=O)N(C)C)cc1,-6,-2
Cc1ccc(C)c(NC(=O)C2CCCN(C(=O)c3ccccc3F)C2)c1 (stereo not drawn),6,28
COc1ncc(C(=O)NCc2ccc(N(C)C)cc2)cn1,0,2
CCCC(=O)Nc1cccc(C(=O)NCC(C)C)c1,0,2
N=C1S/C(=C\c2cn[nH]c2-c2ccc(F)cc2)C(=O)N1c1nccs1,-14,30
Cn1nnc2c(NC3CCCCC3)ncnc21,0,-6
c1ccc(CN2CCN(c3ncnc4c3CCC4)CC2)nc1,-5,-4
CCOC(=O)N1CCC2(CC1)N=C(c1ccc(F)cc1)CC(c1ccccc1O)N2 (stereo not drawn),0,49
CCOc1ccc(-c2nc3cc(N=Cc4cc([N+](=O)[O-])cc(OC)c4O)ccc3o2)cc1,-1,0
# (continued)
SMILES,Pf apPOL inh,mHTT-CaM PPI inh
CCNc1ccc(-c2nc(-c3cccc(F)c3)no2)cn1,2,-6
COc1cccc(C2=NN(C(=O)CN(C)C(C)=O)C(c3ccccc3)C2)c1 (stereo not drawn),-2,8
CCc1ccc(OCC(=O)Nc2ccc(-c3nc4ncccc4o3)cc2)cc1,-2,0
COc1ccccc1C(=O)N1CC2(COC(C)(C)OC2)C1,-3,-10
CC(C)COc1ccc(C(=O)Nc2ccc([N+](=O)[O-])cc2)cc1,-11,-1
O=C(COc1cccc(Br)c1)Nc1nc2ccccc2s1,6&-12,5&4
O=c1cc(-c2ccccc2)oc2c(CN3CCCCC3)c(O)c(CN3CCCCC3)c(O)c12,3,39
COc1ccc(C)cc1NC(=O)c1cc(S(=O)(=O)NCCc2ccc(Cl)cc2)ccc1F,49,-2
Cn1cnc2[nH]c(=O)[nH]c(=O)c21,.,-2
COc1ccc(NC(=O)C2CCCN(C(=O)c3ccc(F)c(F)c3)C2)cc1Cl (stereo not drawn),0,31
COc1ccc(N=Cc2nc(-c3ccc(C)cc3)oc2O)c([N+](=O)[O-])c1,-2,24
Cn1c(=O)c2c(-c3ccccc3)n(-c3ccccc3)cc2n(C)c1=O,7,31
CCCN(CCC)CC(O)CN1C(=O)NC(C)(C)C1=O (stereo not drawn),-2,-4
COc1ccc(C(=O)NCCc2ccccc2)cc1,-17,-8
Cc1ccccc1CC(=O)N1CCC(CCOc2cccnc2)CC1,-5,-7
Cc1cccc(C(=O)N2CCCC(C(=O)Nc3cccc(F)c3)C2)c1 (stereo not drawn),-33,33
O=C(c1ccc2c(c1)CC(=O)N2Cc1ccccc1)N1CCN(c2ccccn2)CC1,-1,54*
Cc1cc(C(=O)NC2CCCCCC2)nc2cc(-c3ccccn3)nn12,0,-19
COC(=O)C1=C(C)NC(=S)NC1c1cccc([N+](=O)[O-])c1 (stereo not drawn),0,0
CCN1CCN(CC(O)COCCOc2cccc(OC)c2)CC1 (stereo not drawn),1,-2
Cc1c(Cl)cccc1NC(=O)N1CCC(c2cc(N)on2)CC1,-3,-11
C=CCOc1ccc(C(O)=C2C(=O)C(=O)N(CCCn3ccnc3)C2c2ccc(C)cc2)cc1 (stereo not drawn),-5,33
CCOC(=O)c1oc2cc(O)c(CC)cc2c(=O)c1-c1nc2ccccc2n1C,-1,-6

# Screens deposited in PubChem by University of Kansas High Throughput Screening Laboratory.
